NPYLR7 ag: activates Aedes aegypti NPYLR7 receptor. HEK293T NPYLR7/Galpha15, GCaMP6s calcium fluorescence. activation, % at 10 µM. 270,000 compounds, 0.15% hits. AID 1259423; in the data active = activation above about 40%;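 note: 0% = vehicle and 100% = reference agonist at the receptor; some compounds past the cut are filed as inactive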
mcGAS lum: blocks mouse cGAS activity; inhibition, % at 12.5 µM; 160,000 compounds, 0.15% hits; AID 1259399; recombinant cGAS, Kinase-Glo ATP depletion luminescence;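 note: 0% = negative control wells and 100% = reference inhibitor with no enzyme activity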
hcGAS inh: human cGAS inhibition | Q8N884 | recombinant h-cGAS, ATP depletion, Kinase-Glo luminescence | inhibition, % at 12.5 µM | 290,000 compounds, 0.081% hits;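 note: 0% = vehicle reaction and 100% = reaction without DNA for no activity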
Target sequence (Q8N884 whole entry, looked up): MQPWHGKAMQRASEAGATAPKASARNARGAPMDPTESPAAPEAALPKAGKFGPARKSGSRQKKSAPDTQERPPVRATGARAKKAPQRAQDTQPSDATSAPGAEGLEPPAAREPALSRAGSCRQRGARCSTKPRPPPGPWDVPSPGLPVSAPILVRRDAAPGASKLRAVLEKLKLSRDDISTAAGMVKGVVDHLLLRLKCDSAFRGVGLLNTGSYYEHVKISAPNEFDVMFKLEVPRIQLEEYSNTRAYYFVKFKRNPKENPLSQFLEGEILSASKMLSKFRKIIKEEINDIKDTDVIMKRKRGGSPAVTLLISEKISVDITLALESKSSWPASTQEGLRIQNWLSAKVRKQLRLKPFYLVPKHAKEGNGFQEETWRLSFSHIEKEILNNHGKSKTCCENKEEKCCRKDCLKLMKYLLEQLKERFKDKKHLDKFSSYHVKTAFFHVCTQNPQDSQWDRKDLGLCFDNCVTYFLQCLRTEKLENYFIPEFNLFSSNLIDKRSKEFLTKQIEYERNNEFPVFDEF
An asterisk follows results filed as active; · = not tested or not shown; & = joins results of further samples. Cut-off read from the data, not from the text of the source, unless noted: active = inhibition above about 40%; inactive = the rest. Compounds were not picked by outcome; 0.29% or so of the library scored in one or more.

Results follow in this order: NPYLR7 ag | mcGAS lum | hcGAS inh
#1 Cc1ccccc1C(=O)N[C@@H]1CCCCC1NC(=O)C1CCN(C(=O)C2CCC2)CC1 (stereo partly specified)
→ 2 | 0 | 4
#2 Cn1ccnc1SCCn1ccnc1-c1ncc[nH]1
→ 4 | -13 | -6
#3 O=C(CSc1nnc(-c2ccccc2F)n1C1CC1)N1CCCC1
→ -1 | · | -12
#4 O=C(N=Nc1c(O)[nH]c2ccccc12)c1cccc(S(=O)(=O)N2CCOCC2)c1
→ 0 | -4 | -2
#5 COc1ccc(OCC(=O)NNC(C)=O)cc1
→ -10 | -4 | -5
#6 Cc1ccc(C(C2Sc3ncnn3C2=O)N2CC(C)OC(C)C2)cc1 (stereo unspecified)
→ 6 | -1 | 6
#7 O=C(Nc1cccc(N2CCOC2=O)c1)C1CC(c2ccccc2)=NO1 (stereo unspecified)
→ -3 | -7 | -6
#8 CCOC(=O)N1CCN(CC(=O)c2c(C)[nH]c3ccccc23)CC1
→ -9 | · | 1
#9 O=C(Nc1ccc(N2CCOCC2)nc1)N1CCCC1CN1CCCC1CO (stereo unspecified)
→ 8 | · | -14
#10 CC(C)(C)C(=O)NCCNC(=O)c1nonc1N
→ 5&5 | · | -6&-4
#11 COC(=O)c1scc(-c2ccc(C)cc2)c1S(=O)(=O)N1CCCCC1
→ 18 | -4 | -1
#12 Cc1nc(C2CC2)ncc1C(=O)N(C)Cc1ccc2nonc2c1
→ -3 | 3 | 1
#13 COC(=O)C(NC(=O)c1cc(S(=O)(=O)N2CCCCC2)ccc1Cl)C(C)C (stereo unspecified)
→ -5 | -9 | -4
#14 CC(C#N)CNC(=O)c1ccc2c(c1)nc(C(F)(F)F)n2C(C)C (stereo unspecified)
→ 0 | -11 | -8
#15 COc1cc(N=C(C)c2c(C)[nH]n(-c3nc4ccccc4s3)c2=O)cc(OC)c1
→ -10 | · | -4
#16 COCCN1CCc2nc(SCC(=O)Nc3ccc(C)c(Cl)c3)[nH]c(=O)c2C1
→ 4 | -5 | -4
#17 O=C1CC2(CCN(Cc3cc4n(n3)CCNC4)C2)Oc2ccccc21 (stereo unspecified)
→ 9 | · | 0
#18 COc1ccc(CC(=O)N2CCC3(CC2)[C@H](C(=O)Nc2ccccc2)[C@@H](OC)C(=O)N3C)cc1
→ 24 | -7 | 3
#19 CNC(=S)N1CCN(C(=S)c2ccc(N(C)C)cc2)CC1
→ 0 | · | 3
#20 Cc1nn(C)cc1-c1ccnc(NCc2cn3cccc(C)c3n2)n1
→ -4 | · | -3
#21 COc1ccc(Nc2cc(C)nc3c(-c4ccc(C)cc4)c(C)nn23)cc1
→ 5 | 0 | 4
#22 CC(=O)Nc1sc2c(c1C(=O)OCc1nc(C(C)(C)C)no1)CCCC2
→ 2 | -16 | -6
#23 C=CCOc1c(OC)ccc2c1CN(CCOC)C(=O)CCN2CC(O)CC(F)(F)F (stereo unspecified)
→ 2 | -7 | -4
#24 Cc1cccc(C2CC2C(=O)N2CCCC2C2CCCN2C)c1 (stereo unspecified)
→ -1 | · | -2
#25 CCc1nc2c(OCC(=O)C(C)(C)C)cccn2c1N(C)C(=O)C(C)C
→ 0 | -1 | -2
#26 Cc1nc2ncccc2cc1C(=O)N1CCC(c2cc(C(C)C)n[nH]2)CC1
→ -3 | · | -4
#27 CC(Cc1ccc2c(c1)OCO2)c1nccn1CCc1cccnc1 (stereo unspecified)
→ 1 | · | -6
#28 O=C(c1cc(-c2cccs2)nn1-c1ccc(Cl)c(Cl)c1)N1CCc2ccccc2C1
→ · | 1 | 0
#29 COc1cccc(CCNc2nncc(-c3ccccc3F)n2)c1OC
→ 7 | · | -3
#30 O=C(c1scc2c1OCCO2)N1CCOC(Cc2ccc(F)cc2)C1 (stereo unspecified)
→ 4 | · | -1
#31 O=c1c2c(nc3c(-c4cccc5ccccc45)c[nH]n13)CCC2
→ -7 | · | 1
#32 COc1ccc(N2C(=O)C(c3c(C)[nH]n(-c4cccc(Cl)c4)c3=O)=C(N3CCOCC3)C2=O)cc1OC
→ -9 | -6 | -7
#33 O=C(O)c1coc(CN(CCN2CCOCC2)Cc2cccc(Oc3ccccc3)c2)n1
→ 12 | -6 | -4
#34 CC(C)c1ccc(NC(=O)NCCNc2nc(-c3ccccc3)nc3cc(Cl)ccc23)cc1
→ 0 | 4 | 4
#35 Cc1cccc(CC(=O)Nc2cc(C)nn2-c2ncnc3c2cnn3-c2ccc(F)cc2)c1
→ 5 | -9 | -7
#36 Nc1nc(-c2cc(Cl)ccc2Cl)cs1
→ -4 | · | -4
#37 N#Cc1c(Cl)ncc2c1N(Cc1ccccc1)CC2
→ -10 | -5 | -4
#38 CCN(Cc1nccn1Cc1ccc(F)c(F)c1)C(=O)NC(C)C
→ -2 | 1 | 10
#39 C/C(=N\NC(=O)c1cc(C)[nH]n1)c1ccccc1O
→ 11 | -7 | -13
#40 O=C(C1CNCCO1)N1CCC(c2cc(Cc3ccccc3)[nH]n2)CC1 (stereo unspecified)
→ 14 | · | -1

Record cards, from the list above:
`O=C(c1scc2c1OCCO2)N1CCOC(Cc2ccc(F)cc2)C1` (stereo unspecified) is listed with NPYLR7 ag: 4; mcGAS lum: ·; hcGAS inh: -1
`O=C(C1CNCCO1)N1CCC(c2cc(Cc3ccccc3)[nH]n2)CC1` (stereo unspecified) is listed with NPYLR7 ag: 14; mcGAS lum: ·; hcGAS inh: -1

Ordered by count of non-hydrogen atoms (falling): part of the list above.
Results follow in this order: NPYLR7 ag | mcGAS lum | hcGAS inh
#6 Cc1ccc(C(C2Sc3ncnn3C2=O)N2CC(C)OC(C)C2)cc1 (stereo unspecified)
→ 6 | -1 | 6
#3 O=C(CSc1nnc(-c2ccccc2F)n1C1CC1)N1CCCC1
→ -1 | · | -12
#10 CC(C)(C)C(=O)NCCNC(=O)c1nonc1N
→ 5&5 | · | -6&-4

Other entries follow.
Results follow in this order: NPYLR7 ag | mcGAS lum | hcGAS inh
#41 Cc1nn(Cc2n[nH]c(=O)n2CCc2ccccc2F)c(C)c1C
→ 0 | · | -4
#42 CN(CCc1ccccc1)C1CCCN(Cc2ccsc2)C1 (stereo unspecified)
→ 15 | -11 | -9
#43 CC(=O)NCCC(=O)N1CC(C)CC(C)C1 (stereo unspecified)
→ 0 | · | 0
#44 Cc1[nH]c2ccc(CNC(=O)CCCc3nc(-c4ccncc4)no3)cc2c1C
→ -5 | · | 1
#45 CC1=C/C(=N\NC(=O)C(C)Nc2c(C)cccc2C)CC(C)(C)C1 (stereo unspecified)
→ 9 | · | 1
#46 Cc1ccc(Cn2c(=O)n(CCc3ccccn3)c3ncc(C(=O)O)cc32)cc1C
→ 3 | -11 | -2
#47 O=C(CSc1nc2c([nH]c3ccccc32)c(=O)n1-c1ccccc1)Nc1nccs1
→ 4 | -7 | -7
#48 CC(C)N=c1cc2n(-c3ccc(Cl)cc3)c3ccccc3nc-2cc1Nc1ccc(Cl)cc1
→ -4&0 | · | -9&-5
#49 COc1ccc(NC(=O)N2CCN(C(C(=O)NCc3cccc(F)c3)C3CCCC3)CC2)cc1 (stereo unspecified)
→ -13 | -3 | 1
#50 OCCOc1ccccc1-c1nccn1-c1ccc2c(c1)CCC2
→ 1 | -12 | -3
#51 COc1ccc(S(=O)(=O)N2CCCC(C)C2)cc1N1CCN(C(=O)CSc2ccccc2)CC1 (stereo unspecified)
→ 14 | -1 | 3
#52 Cc1cc(C)c[n+](CC(=O)c2ccccc2)c1
→ 27 | · | -5
#53 CN(C)CCNC(=O)[C@@]1(OCc2ccc(F)cc2)CC(OCc2c(F)cccc2F)[C@@H]2OC(C)(C)O[C@@H]2C1 (stereo partly specified)
→ 15 | -4 | -5
#54 Cc1nccn1CC1CCc2c(c3ccccc3n2C)C1=O (stereo unspecified)
→ -12&-2&28 | · | -3&-2&-5
#55 c1ccc(-n2cncn2)c(CNC2CCC3(CCNCC3)CC2)c1
→ 21 | · | -4
#56 CCOCCn1nc(C)cc1C(=O)N1CCC(O)(CN(C)C)C1 (stereo unspecified)
→ 0 | -10 | -6
#57 O=S1(=O)C[C@H](NC2CCCCCC2)[C@@H](S(=O)(=O)c2cccs2)C1
→ · | -2 | -2
#58 CCc1nnc(NC(=O)CCCN2C(=O)NC3(CCCC3)C2=O)s1
→ -1 | · | -3
#59 CCc1[nH]ncc1C(=O)NCc1cccnc1N1CCN(c2ccccn2)CC1
→ 5 | · | -3
#60 O=C(Nc1ccc(Cl)cc1)N1CCN(C(=O)c2ccoc2)CC1
→ 0 | · | -9
#61 COCC(C)n1cc(C(=O)c2cc(Cl)ccc2O)cc(C#N)c1=O (stereo unspecified)
→ 33 | · | -3
#62 CCC(C)N(Cc1ccsc1)Cc1ncc[nH]1 (stereo unspecified)
→ 0 | -12 | -8
#63 CC(=O)N1CCc2cc(NS(=O)(=O)c3c(F)cc(F)cc3Br)ccc21
→ 1 | -6 | -5
#64 CCc1nc2ccc(C(=O)Nc3cccc(OCC(=O)N(C)C)c3)cn2c1N(C)CCN1CCOCC1
→ 4 | -1 | -3
#65 CSc1ccccc1NC(=O)c1cccc2cccnc12
→ 6 | · | 1
#66 CC(=O)N1N=C(N)SC1C (stereo unspecified)
→ -4 | · | 3
#67 CCOC(=O)N1CCC(NCCn2nc(C)c(Cl)c2C)CC1
→ -6 | 0 | -3
#68 COc1ccccc1C1(CC(=O)N2CCC(Oc3cccc(F)c3)CC2)CC(=O)N(C)C1=O (stereo unspecified)
→ 7 | -24 | -1
#69 O=c1[nH]nc(SC2c3ccccc3-c3ccccc32)n1C1CC1
→ 4&5 | -6 | -13&-4
#70 CC(=O)N1CCc2c(sc(NC(=O)c3nc4ccccc4s3)c2-c2nc3ccccc3s2)C1
→ 5 | · | -1
#71 Cc1ccsc1C(=O)N1CC[C@@H](N2CCN(c3ccccc3F)CC2)[C@H](O)C1
→ 7 | · | -1
#72 COCCCn1c(C)cn2c3c(=O)n(CC(=O)OCc4ccccc4)c(=O)n(C)c3nc12
→ 2 | · | -12
#73 CCOc1cc(S(=O)(=O)NCCCN2CCOCC2)c(C)cc1C
→ 0 | -5 | -3
#74 Cc1ccc2c(=O)c(/C=N\NC(=O)CCC(=O)Nc3cccc(C(=O)O)c3)coc2c1
→ 1 | -7 | -7
#75 COc1ccccc1C(=O)NCC(=O)N1CCC2CCCCC2C1 (stereo unspecified)
→ 6 | -7 | -8
#76 CCOCCCNc1nc2c(c(=O)n(C)c(=O)n2C)n1CCCc1ccccc1
→ · | -7 | -4
#77 Cc1cccnc1CC(C)NC(=O)c1c(-c2ccccc2)noc1C (stereo unspecified)
→ 5 | · | -3
#78 Cc1csc(SCc2cc(=O)c(OC(=O)c3ccc(Cl)c([N+](=O)[O-])c3)co2)n1
→ 5 | -5 | -6
#79 Cc1cc2cc(CNC(=S)Nc3ccccc3)ccc2n1C
→ 6 | · | 2
#80 CC(Oc1ccc(C#N)cc1)C(=O)N/N=C\C=C\c1ccco1 (stereo unspecified)
→ -3 | · | -1
#81 COc1ccc2c(c1)-c1c(sn(-c3ccc(OC)c(OC)c3)c1=S)C(C)(C)N2
→ 11 | -3 | -8
#82 CCNC(=O)[C@H]1CC[C@@](C)(C(=O)NCCc2ncc[nH]2)C1(C)C
→ · | -4 | -7
#83 CCOC(=O)N1CCN(C2CC(=O)N(c3ccc(OC)cc3)C2=O)CC1 (stereo unspecified)
→ -12 | · | 4
#84 COc1cccc(CN(C)C(=O)NC2CCCCC2C)c1OC (stereo unspecified)
→ 2 | · | -12
#85 CNc1cncc(-c2cccnc2)n1
→ 2 | · | -17
#86 COc1ccc(C2=NOC(CN(Cc3cccc(Cl)c3)C(=O)c3cccc(F)c3)C2)cc1 (stereo unspecified)
→ 1 | -5 | -3
#87 CN(Cc1ccccc1)C1(CNC(=O)CC2CCS(=O)(=O)C2)Cc2ccccc2C1 (stereo unspecified)
→ 10 | -4 | -3
#88 Cc1c(C(=O)N2CCC(C)CC2)c(C(F)(F)F)nn1C1CCCN(C)C1 (stereo unspecified)
→ 11 | · | -3
#89 Cc1cc(=O)oc2cc(CN3CCN4C(=O)CN(C)C(=O)C4C3)ccc12 (stereo unspecified)
→ -6 | · | -5
#90 CNC(=S)N(Cc1ccc(OC)cc1)C1CC(=O)N(c2ccccc2)C1=O (stereo unspecified)
→ -3 | · | -6
#91 COC(=O)c1ccc(-c2noc(CN(C)Cc3cccc(-n4nc(C)cc4C)c3)n2)cc1
→ 17 | -11 | -12
#92 CSc1nnc(CC2CCN(C/C=C/c3ccco3)CC2)n1C
→ · | -11 | -8
#93 CCc1nnc(CN(C)Cc2cccc(C(=O)Nc3cnn(C)c3)c2)o1
→ 7 | -18 | -2
#94 CCOc1ccccc1C1c2[nH]c3ccccc3c2CCN1C(=O)c1cc(C2CC2)on1 (stereo unspecified)
→ 12 | -15 | -5
#95 O=S(=O)(c1ccccc1)c1ccc(F)cc1
→ 0 | -3 | -5
#96 CC(=O)N(CN1C(=O)c2ccccc2C1=O)c1ccc(C)cc1
→ -2 | -4 | -3
#97 CCOC(=O)CC(=O)CSc1nc(N)c2c(C)c(C)sc2n1
→ 4 | · | -6
#98 COc1ccc(NC(=O)N(C2CCCCC2)C2CC2)cc1C
→ -6 | · | -8
#99 COc1ccc([C@@H]2CC(=O)c3c(O)cc(O[C@@H]4O[C@H](CO[C@@H]5O[C@@H](C)[C@H](O)[C@@H](O)[C@H]5O)[C@@H](O)[C@H](O)[C@H]4O)cc3O2)cc1O
→ 8 | · | -2
#100 COCC(=O)N1CCC2(CC1)C(=O)N(CC(=O)NCc1cccc(C(F)(F)F)c1)CN2c1ccccc1
→ 3 | -9 | -6
#101 FC(F)(F)c1cccc(N2CCC(c3nc(C4CC4)n[nH]3)CC2)n1
→ 1 | 2 | 3
#102 Cc1cc(C)nc(NS(=O)(=O)c2ccc(NC(=O)c3ccc(C(C)(C)C)cc3)cc2)n1
→ 4 | -8 | 7
#103 O=C(CN1CCCC1=O)N1CCN(S(=O)(=O)c2ccc(F)cc2)CC1
→ 13 | -10 | -14

Screens from PubChem BioAssay.
